Bioassay records: PubChem BioAssay, several laboratories
Platelet DG rel: modulates dense granule release in human platelets; human platelet-rich plasma, SFLLRN dense granule ATP release, luminescence; inhibition, %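 (compounds screened at 7.5 µM in platelet-rich plasma)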; hit rate 0.22% among 300,000;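 active = mean replicate score, as percent of positive control, at or above 50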
KCNK9 inh: blocks the human KCNK9 two-pore domain potassium channel | B-score at 10 µM | hit rate 1.2% among 310,000 | AID 488922 | HEK293 KCNK9, FluxOR thallium flux fluorescence; hits give low values;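 active = ratio B-score over 3 SD below the library mean, with starting fluorescence within 5 SD of its mean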;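 note: negative B-score means less thallium flux so channel inhibition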
Target sequence (Q9NPC2 whole entry, looked up, the tested form may be a part): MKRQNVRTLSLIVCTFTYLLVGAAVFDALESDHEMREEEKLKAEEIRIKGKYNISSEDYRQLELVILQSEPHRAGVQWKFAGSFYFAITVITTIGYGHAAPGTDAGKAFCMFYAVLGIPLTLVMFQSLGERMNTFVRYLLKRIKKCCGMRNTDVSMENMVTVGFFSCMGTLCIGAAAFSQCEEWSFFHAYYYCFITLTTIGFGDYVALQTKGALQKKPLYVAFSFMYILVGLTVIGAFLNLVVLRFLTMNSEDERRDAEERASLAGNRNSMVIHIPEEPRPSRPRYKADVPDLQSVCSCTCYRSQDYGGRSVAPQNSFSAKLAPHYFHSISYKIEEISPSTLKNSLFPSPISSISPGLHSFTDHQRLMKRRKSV
KCNK3 block: human KCNK3 channel inhibition, primary screen. B-score at 10 µM. hit rate 0.84% among 340,000. CHO-KCNK3 thallium flux, FluxOR fluorescence; hits give low values;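 active = B-score under library mean minus 4 SD, starting fluorescence ratio at most library mean plus 5 SD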;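 note: more negative B-score means stronger inhibition of thallium flux through KCNK3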
TRPC4 block: blocks the mouse TRPC4 cation channel | Q9QUQ5 | HEK293 TRPC4beta/mu-opioid, DAMGO-evoked Fluo4 calcium flux; hits give low values | B-score at 10 µM | hit rate 0.39% among 300,000;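 active = B-score over 3 SD under the library average, no early fluorescence shift, positive overall ratio signal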
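material = TRPC4beta/mu-opioid receptor HEK293 cell line | probe or stimulus = sequential submaximal and maximal DAMGO stimulation | compound dosing = one concentration per compound | measured by = Fluo4 Ca2+ flux fluorescence | evaluation = integrated fluorescence ratio relative to baseline, converted to per-well B score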
TRPC4 agonist: activators of mouse TRPC4 channel | HEK293 TRPC4beta/mu-opioid, Fluo4 calcium fluorescence; hits give high values | B-score at 10 µM | hit rate 0.49% among 310,000 | AID 2237;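 active = B-score above 5 SD of library B-scores, and initial fluorescence ratio not above library mean plus 5 SD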;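 note: positive B-score marks a calcium rise read as TRPC4 activation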
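Assay system – TRPC4beta and mu-opioid receptor HEK293 stable cells · Measured by – Fluo4 fluorescence, kinetic · Schedule – dye loading 45 min room temperature, 110 s kinetic read · Read-out – B-scored integrated calcium fluorescence ratio · Controls – buffer and maximal DAMGO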
TRPC4 potent: allosteric potentiators of mouse TRPC4 channel; HEK293 TRPC4beta/mu-opioid, DAMGO EC20, Fluo-4 Ca2+ flux; hits give high values; B-score at 10 µM; hit rate 0.42% among 310,000; AID 2227;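 active = B-score of calcium response area above 5 SD of library B-scores, with initial fluorescence ratio within 5 SD of library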;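 note: B-score of integrated fluorescence ratio over time as area under calcium response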
KCNQ1 block: inhibitors of human KCNQ1 potassium channel | P51787 | CHO-K1 KCNQ1, FluxOR thallium flux fluorescence; hits give high values | B-score at 10 µM | hit rate 1.3% among 310,000 | AID 2642;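 active = compounds whose thallium flux B-score, printed positive for inhibition, exceeds three library SD while starting fluorescence stays within three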;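 note: channel opened by potassium depolarization with thallium stimulus after 20 min compound exposure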
Target sequence (P51787 whole entry, looked up): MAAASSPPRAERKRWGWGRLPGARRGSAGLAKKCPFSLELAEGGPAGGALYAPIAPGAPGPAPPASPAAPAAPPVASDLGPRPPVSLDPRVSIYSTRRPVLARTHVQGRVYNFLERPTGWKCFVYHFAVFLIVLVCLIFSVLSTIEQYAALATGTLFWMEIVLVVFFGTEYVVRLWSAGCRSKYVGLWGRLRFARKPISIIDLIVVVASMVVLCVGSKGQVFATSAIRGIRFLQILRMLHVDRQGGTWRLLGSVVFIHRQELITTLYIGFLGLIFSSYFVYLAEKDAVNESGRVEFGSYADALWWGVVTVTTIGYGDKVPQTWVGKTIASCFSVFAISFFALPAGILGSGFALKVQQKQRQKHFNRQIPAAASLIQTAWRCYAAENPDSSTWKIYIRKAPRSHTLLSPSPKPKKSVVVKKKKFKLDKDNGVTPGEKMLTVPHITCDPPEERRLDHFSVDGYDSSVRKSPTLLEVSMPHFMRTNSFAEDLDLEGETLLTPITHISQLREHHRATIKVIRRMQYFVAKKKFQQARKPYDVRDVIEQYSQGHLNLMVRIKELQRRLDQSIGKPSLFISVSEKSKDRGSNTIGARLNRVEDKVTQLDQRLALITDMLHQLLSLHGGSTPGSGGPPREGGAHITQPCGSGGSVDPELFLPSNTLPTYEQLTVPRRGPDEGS
hERG rescue: shields human hERG channel from block by proarrhythmic agents. hit rate 0.51% among 310,000. activation (rescue from dofetilide block), less the hit threshold, % at 10 µM. CHO-hERG, FluxOR thallium flux, dofetilide IC70 present. Q12809;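 active = activation above the mean of controls blocked by dofetilide plus 5 SD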;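 note: thallium influx through hERG after potassium depolarization seen as dye fluorescence rise; in these data hits start at about 4.7%; inactives centre near -7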
PolyA inhibitor: blocks polyadenylation in yeast reporter cells | S. cerevisiae SKY197-pL101 polyadenylation reporter, beta-gal luminescence; efflux-impaired pdr1/pdr3 knockout yeast; score 100 = 6 SD above DMSO | calls only at 12 µM | hit rate 0.02% among 300,000 | AID 1875;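 active = lowest replicate activity score at least 50, where 100 means six control SD above control mean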;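 note: yeast exposed to compound for 9 h at 30 °C; higher score means more reporter readthrough which indicates perturbed polyadenylation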
DYRK1A inh: inhibitors of rat Dyrk1A kinase; Q63470; hit rate 0.43% among 310,000; ADP-Glo luminescence, NFATc1 peptide; inhibition, % at 12.5 µM; in the data active = inhibition above about 50%;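 note: plate controls were vehicle with enzyme for no effect and no enzyme for full effect; many of its hits are not listed in these tables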
KCNQ1 act: potentiates or activates the human KCNQ1 potassium channel; hit rate 0.35% among 310,000; CHO-K1 KCNQ1, thallium flux FluxOR fluorescence; hits give high values; B-score at 10 µM; AID 2648;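 active = fluorescence ratio B-score, a plate-corrected score, at least three library SD, with initial intensity B-score within 5 SD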
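System: CHO-K1 cells stably expressing KCNQ1 / Medium: assay buffer for compound exposure, DMSO matched across wells / Reagent: thallium- and potassium-containing depolarizing buffer / Compound: one concentration, matched DMSO / Incubation: 20 min compound pretreatment at room temperature / Measured by: kinetic FluxOR fluorescence, 10 s baseline plus 110 s post-stimulus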
An asterisk follows results filed as active; i = inactive; / = no result given. Some of the compounds tested. The share of hits here may be higher or lower than overall.

| Compound | Platelet DG rel | KCNK9 inh | KCNK3 block | TRPC4 block | TRPC4 agonist | TRPC4 potent | KCNQ1 block | hERG rescue | PolyA inhibitor | DYRK1A inh | KCNQ1 act |
| --- | --- | --- | --- | --- | --- | --- | --- | --- | --- | --- | --- |
| CN(CCOc1ccccc1)CC(O)COCc1ccccc1F (centres undefined) | 0.2 | i | i | i | i | i | i | -4.5 | i | 3.9 | i |
| CCOC(=O)c1ccc(S(=O)(=O)Nc2cc(C(C)(C)C)no2)cc1 | 0.3 | i | i | i | i | i | i | -9.7 | i | -2.4 | i |
| O=C(Nc1ccccc1)Nc1nnc(Cc2ccc(F)cc2)s1 | -3.9 | i | i | i | i | i | i | -5.3 | i | -3.6 | i |
| COC(=O)c1cc(-c2ccc(OC)cc2)nc2nc(SC)[nH]c(=O)c12 | -0.9 | i | i | i | i | i | i | -12.7 | i | -3.8 | i |
| CSc1cccc(CN2CCC(CO)(Cc3cccc(C(F)(F)F)c3)CC2)c1 | 3.9 | i | -11.1* | i | i | i | i | -18.2 | i | / | i |
| CNC(=O)CSc1nc(-c2ccccc2)c(-c2ccccc2)o1 | 4.5 | i | i | i | i | i | i | -11.7 | i | 0.8 | i |
| Cc1ccc(OCC(=O)OCC(=O)Nc2sccc2C(N)=O)cc1C | 2.7 | i | i | i | i | i | i | -8.6 | i | -2.8 | i |
| CN1CCN(C(=O)c2cnn3c(C(F)(F)F)cc(-c4ccc5c(c4)OCO5)nc23)CC1 | 7.0 | i | i | i | i | i | i | -11.6 | i | -1.3 | i |
| Cc1nc(NC(=S)NC(=O)c2cccs2)sc1C(=O)N(C)C | 12.7 | i | i | i | i | i | i | -10.5 | i | -0.5 | i |
| O=C(N/N=C/c1ccccc1O)C1CC(=O)N(c2ccc(Cl)cc2)C1 (centres undefined) | 2.0 | i | i | i | i | i | i | -2.4 | i | -7.7 | i |
| CC(=O)Nc1ccc(NC(=O)COc2ccc([N+](=O)[O-])cc2)cc1 | 14.8 | i | i | i | i | i | i | -4.0 | i | / | i |
| O=C(c1cc2ccccc2o1)N1CCOCC1 | -19.9 | i | i | i | i | i | i | -5.8 | i | -1.2 | i |
| COc1ccc(OC)c(NC(=O)CC(NC(C)=O)c2ccccc2)c1 (centres undefined) | 4.3 | i | i | i | i | i | i | -4.9 | i | 5.1 | i |
| O=C(CSc1n[nH]c(-c2cccnc2)n1)Nc1cccc(Cl)c1 | / | i | i | i | i | i | i | -5.0 | i | 1.2 | i |
| Cc1ccc(NC(=S)NCCc2ccccc2)nc1 | 2.3 | i | i | i | i | i | i | -18.1 | i | 14.1 | i |
| COc1ccc(CNC(=O)CCc2nnc3ccc(NCCCN4CCCC4=O)nn23)cc1 | -4.1 | i | i | i | i | i | i | -5.5 | i | -5.2 | i |
| O=S(=O)(NCCc1csc(-c2cccnc2)n1)c1ccc(F)cc1 | -10.9 | i | i | i | i | i | i | -6.4 | i | 1.3 | i |
| CCn1c(=O)cc(OCC(=O)N2CCCCCC2)c2ccccc21 | -1.3 | i | i | i | i | i | i | -9.1 | / | 1.2 | i |
| Cc1ccc(NC(=S)N2CCC(c3ccc(C)cc3)C2)cc1 (centres undefined) | -0.3 | i | i | i | i | i | i | -11.6 | i | -0.8 | i |
| COC(=O)[C@@H]1CCCN1Cc1c(C(=O)N2CCOCC2)nc2c(C)cccn12 | 0.7 | i | i | i | i | i | i | -7.6 | i | 2.2 | i |
| CCOc1cccc(C2/C(=C(/O)c3ccc4c(c3)CC(C)O4)C(=O)C(=O)N2CCN2CCOCC2)c1 (centres undefined) | 6.6 | i | i | i | i | i | i | -9.3 | i | -1.7 | i |
| NC(=O)c1ccc(-n2nnnc2SCc2ccc(F)cc2)cc1 | 3.9 | i | i | i | i | i | i | -5.7 | i | -6.6 | i |
| COC(=O)c1ccc(-n2c(C)cc(/C=N/Nc3nc(C)cc(=O)[nH]3)c2C)cc1 | 7.2 | i | i | i | i | i | i | -14.9 | i | -4.6 | i |
| CC(C)(C)C(=O)C(Cc1ccccc1Cl)n1cncn1 (centres undefined) | 1.1 | i | i | i | i | i | i | -3.7 | i | -1.9 | i |
| COc1cc2c(cc1NC(=O)Nc1cccc(C)c1)oc1ccccc12 | 4.8 | i | i | i | i | i | i | -5.4 | i | 11.8 | i |
| COc1ccc(/C=C\C(=O)NCc2ccc3c(c2)cc(C)n3C)cc1OC | -6.7 | i | i | i | i | i | i | -7.5 | i | 2.0 | i |
| O=C(Oc1ccc(-c2nnco2)cc1)C1CCN(C(=O)c2ccc(F)cc2)CC1 | 16.1 | i | i | i | i | i | i | -3.8 | i | 35.4 | i |
| CCn1c(-c2ccc(C(C)(C)C)cc2)n[nH]c1=S | 8.7 | i | i | i | i | i | i | -5.7 | i | 2.3 | i |
| COC(=O)c1ccc(C)c(NC(=O)c2ccc(Cn3cc([N+](=O)[O-])cn3)o2)c1 | 2.9 | i | i | i | i | i | i | -1.6 | i | 3.2 | i |
| COc1cccc2cc(C(=O)NCCc3ccccc3)oc12 | 4.1 | i | i | i | i | i | i | -12.9 | i | 13.7 | i |
| O=C(CCCc1ccccc1)N1CCN(c2ccc([N+](=O)[O-])cc2)CC1 | -7.1 | i | i | i | i | i | i | -4.4 | i | -0.6 | i |
| C/C(=N\Nc1ccc([N+](=O)[O-])cc1[N+](=O)[O-])c1cccnc1 | -0.2 | i | i | i | i | i | i | -0.7 | i | -4.0 | i |
| CC(C)c1cc(C(=O)N/N=C/c2ccoc2)c(O)c(C(C)C)c1 | -3.4 | i | -10.5* | i | i | i | i | -16.2 | i | -0.2 | i |
| CC1CCCCN1C(=O)c1cc2nc(-c3ccccc3)cc(-c3ccccc3)n2n1 (centres undefined) | -1.8 | i | i | i | i | i | i | -10.6 | i | 1.6 | i |
| COC(=O)c1ccccc1NC(=O)NC1CC1 | -1.6 | i | i | i | i | i | i | -12.9 | i | 2.8 | i |
| COc1cc(-c2cc(C(=O)Nc3ccccc3N3CCOCC3)c3ccccc3n2)cc(OC)c1OC | 5.3 | i | -9.01* | i | i | i | 6* | -11.7 | i | 0.6 | i |
| CN(C)C=NC(=O)c1cccn1-c1ncc(C(F)(F)F)cc1Cl | -0.1 | i | i | i | i | i | i | -2.6 | i | -4.2 | i |
| Cc1nc(N2CCC(C)CC2)c2c(C)c(C(=O)O)sc2n1 | 1.6 | i | i | i | i | i | i | -6.5 | i | 13.5 | i |
| CCOC(=O)c1c(NC(=O)C2C3C=CC(C3)C2C(=O)O)sc2c1CCCC2 (centres undefined) | 0.0 | i | i | i | i | i | i | -1.9 | i | 4.0 | i |
| Cc1cccc(Nc2ncnc3onc(-c4ccc(F)cc4)c23)c1C | -4.4 | i | i | i | i | i | i | -13.2 | i | 11.4 | i |

Pulled by structure from the entries so far:
| Compound | Platelet DG rel | KCNK9 inh | KCNK3 block | TRPC4 block | TRPC4 agonist | TRPC4 potent | KCNQ1 block | hERG rescue | PolyA inhibitor | DYRK1A inh | KCNQ1 act |
| --- | --- | --- | --- | --- | --- | --- | --- | --- | --- | --- | --- |
| O=C(CCCc1ccccc1)N1CCN(c2ccc([N+](=O)[O-])cc2)CC1 | -7.1 | i | i | i | i | i | i | -4.4 | i | -0.6 | i |
| COC(=O)c1ccccc1NC(=O)NC1CC1 | -1.6 | i | i | i | i | i | i | -12.9 | i | 2.8 | i |

(list continues)
| Compound | Platelet DG rel | KCNK9 inh | KCNK3 block | TRPC4 block | TRPC4 agonist | TRPC4 potent | KCNQ1 block | hERG rescue | PolyA inhibitor | DYRK1A inh | KCNQ1 act |
| --- | --- | --- | --- | --- | --- | --- | --- | --- | --- | --- | --- |
| O=[N+]([O-])c1cccnc1Sc1ccc(F)cc1 | 3.1 | i | i | i | i | i | i | -13.7 | i | / | i |
| Cc1ccc(/C=C2\SC(=S)N(CCCC(=O)Nc3ccccn3)C2=O)cc1 | -1.3 | i | i | i | i | i | i | -11.6 | i | -9.8 | i |
| CCOC(=O)Cc1csc(NC(=O)C(C)(C)C)n1 | -5.7 | i | i | i | i | i | i | -12.1 | i | 3.8 | i |
| Cc1cc(C)nc(SCc2nnc(SCC(=O)NCc3ccco3)n2-c2ccccc2)n1 | -0.4 | i | i | i | i | i | i | -11.2 | i | -8.4 | i |
| FC(F)(F)c1nc(-c2ccccc2)ncc1-c1nnnn1-c1ccccc1 | -8.4 | i | i | i | i | i | i | -14.5 | i | 10.1 | i |
| O=c1[nH]c(CSc2ccccn2)nc2ccccc12 | 3.4 | i | i | i | i | i | i | -10.9 | i | 5.2 | i |
| O=C1CC(C(=O)Nc2ccc(Cl)cc2[N+](=O)[O-])C2(CCCCC2)O1 (centres undefined) | 0.2 | i | i | i | i | i | i | -6.7 | i | 7.1 | i |
| NC(=S)NNc1ccnc2cc(Cl)ccc12 | 1.3 | i | i | i | i | i | i | -0.2 | i | 20.6 | i |
| Cc1cccc(N2CCN(Cc3ccc(Br)o3)CC2)c1C | 3.4 | i | i | i | i | i | i | -2.1 | i | -2.9 | i |
| CC(=O)CSc1nnc(-c2ccc(S(=O)(=O)N3CCCC3)cc2)n1C | -4.0 | i | i | i | i | i | i | -8.9 | i | -5.4 | i |

Laid out differently: 2 of the compounds above
Values run as follows: Platelet DG rel, KCNK9 inh, KCNK3 block, TRPC4 block, TRPC4 agonist, TRPC4 potent, KCNQ1 block, hERG rescue, PolyA inhibitor, DYRK1A inh, KCNQ1 act
> Cc1cccc(N2CCN(Cc3ccc(Br)o3)CC2)c1C
 : 3.4, i, i, i, i, i, i, -2.1, i, -2.9, i
> CC(=O)CSc1nnc(-c2ccc(S(=O)(=O)N3CCCC3)cc2)n1C
 : -4.0, i, i, i, i, i, i, -8.9, i, -5.4, i

(list continues)
| Compound | Platelet DG rel | KCNK9 inh | KCNK3 block | TRPC4 block | TRPC4 agonist | TRPC4 potent | KCNQ1 block | hERG rescue | PolyA inhibitor | DYRK1A inh | KCNQ1 act |
| --- | --- | --- | --- | --- | --- | --- | --- | --- | --- | --- | --- |
| COc1cccc(NC(=O)Cc2c(O)c3ccccc3[nH]c2=O)c1 | -2.8 | i | i | i | i | i | i | -5.3 | i | 1.8 | i |
| Cc1ccc(C)c(Cn2c(O)c(N=NC(=S)Nc3ccccc3F)c3ccccc32)c1 | 3.5 | i | i | i | i | i | i | 4.7* | i | 14.9 | i |
| CN(C(=O)CSc1nc(N)c2c3c(sc2n1)CSC(C)(C)C3)c1ccccc1 | 1.9 | i | i | i | i | i | i | -16.7 | i | -4.2 | i |
| COc1ccc(-n2c(C)nnc2SCC(=O)Nc2ccccc2F)cc1 | 2.3 | i | i | i | i | i | i | -5.4 | i | -0.6 | i |
